TAG inh: reduces triacylglycerol accumulation in H9c2 cells; Nile Red lipid (TAG) fluorescence; cells loaded with 200 µM oleic acid; inhibition, % at 12.5 µM; actives 0.66% (n = 230,000);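 active = pattern-corrected inhibition of lipid staining of at least 50% with the nuclear-stain viability signal not falling by more than 50%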;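 note: 0% = DMSO wells and 100% = triacsin C control wells; some results filed as inactive read as strong as hits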
TAG inh DAPI viability: second read-out of TAG inh, no call of its own (marks repeat the call); DAPI nuclei signal change (viability), lower = more cytotoxic, %;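 whole-well DAPI fluorescence read on a plate reader as a viability signal; minus 50 percent equals half of cells still viable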
Active calls of the source: *. An excerpt, so the mix of outcomes need not match the whole.

Compound	TAG inh	TAG inh DAPI viability
Cc1nn(C(C)C(=O)NCc2cccs2)c(C)c1[N+](=O)[O-] (centres undefined)	-4.6	0.8
CC(C)N1CCN(S(=O)(=O)c2ccccc2)CC1	1.9	-3.1
CCN(CC)S(=O)(=O)c1ccc2nnn(O)c2c1	-10.5	5.6
Cc1ccc(S(=O)(=O)N2CCN(C(=O)C3CCCO3)CC2)cc1 (centres undefined)	10.4	1.2
Cc1ccc(C(=O)CCS(=O)(=O)c2ccc(Cl)cc2)cc1	9.2	2.0
CCOC(=O)Cn1nc(C)c(NC(=O)COc2ccc(C)c(C)c2)c1C	-1.9	7.4
CN(C)c1ccc(NC(=S)NC(=O)/C=C/c2ccc(Cl)cc2)cc1	16.1	21.2
Oc1cc2c(cc1CN1CCN(c3cccc(C(F)(F)F)c3)CC1)CCC2	3.0	-10.4
COc1cc(OC)c(NC(=O)c2ccc3c(SCC(=O)O)c4c(nc3c2)CCCC4)cc1Cl	14.6	3.7
COc1ccc(NC2CCCN(C(=O)c3csc(C(C)C)n3)C2)cc1OC (centres undefined)	-4.4	-3.3
CC(=O)c1ccc(-c2cccc(-c3nc4ccccn4c3NC3CCCCC3)c2)cc1	-14.2	48.1
Cc1cccc(N2CN=c3s/c(=C\c4ccncc4)c(=O)n3C2)c1	15.1	-8.5
COc1ccc(S(=O)(=O)N2CCCC2CNC(=O)c2cccc(OC)c2)cc1 (centres undefined)	-51.8	5.2
CC(=O)c1c(C)[nH]c(C(=O)OC(C)C(=O)NC2CCCCC2)c1C (centres undefined)	2.9	-1.9
COc1ccccc1NC(=O)CC1Nc2ccccc2NC1=O (centres undefined)	14.6	-5.3
CCCc1nc(Nc2nc3ccccc3o2)nc(C)c1C(=O)OCC	-16.1	-5.0
COc1ccc(-c2noc(CCC(=O)N3CCN(c4ccccc4OC)CC3)n2)cc1	5.0	-3.2
N/C(Cc1ccc([N+](=O)[O-])cc1)=N\OC(=O)c1ccc2ccccc2c1	-11.4	3.7
CCn1ccnc1CN(C)Cc1nc(-c2cccc(Cl)c2)no1	-13.8	-1.6
Cc1ccnc(NC(=O)C(C)N2C(=O)c3ccccc3C2=O)c1 (centres undefined)	-9.9	-0.4
CCOc1ccc(NC(=O)C(CC(=O)O)Cc2ccc(C)cc2)cc1 (centres undefined)	-4.8	2.7
CCN(CC)S(=O)(=O)c1ccc2c(c1)nc(SCC(=O)NC1CC1)n2-c1ccccc1OC	1.3	-1.6
CN(C)CCn1c2c(c(SCC(=O)NCc3ccccc3)nc1=O)CCCC2	11.2	0.4
COc1ccc(-c2nn[nH]n2)cc1OC	4.9	-4.5
COc1ccc(OCC(=O)NNC(=O)c2ccc(-c3ccccc3)cc2)cc1	-7.0	-4.1
CN(C)S(=O)(=O)c1cccc(COC(=O)CCNC(=O)c2ccc([N+](=O)[O-])cc2)c1	-14.9	-0.9
CC(C)c1ccc(OCC(=O)N2CCN(C(=O)c3ccco3)CC2)cc1	7.5	-2.1
COc1ccccc1CN1CCN(C(=O)c2cccc3ccccc23)CC1	3.2	-7.8
O=S1(=O)NC(=NCCOCCO)c2ccccc21	14.8	1.1
O=[N+]([O-])c1ccc(N2CCN(Cc3ccccc3)CC2)c2c1no[n+]2[O-]	95.1	-79.5
CCc1nc(SCc2ccc(Cl)cc2)n[nH]1	-5.5	-4.3
COC(=O)C1=C(C)NC(=S)N(C(C)=O)C1c1ccccc1 (centres undefined)	-10.9	-5.8
COc1ccc(CNC(=O)C[C@H]2C[C@H](C(=O)N3CCOCC3)[C@@]3(C)c4[nH]c5ccc(Cl)cc5c4CCN3C2=O)cc1OC	-9.0	-0.3
Oc1ccccc1Cn1nnc2ccccc21	-8.6	-1.6
O=C(OCCCOc1ccc(F)cc1)c1ccc(O)cc1O	-21.6	5.0
O=C(CCNC(=O)c1ccccc1)NC1CCCc2ccccc21 (centres undefined)	0.1	-1.2
OCC[C@H]1C[C@@H](O)[C@H](O)[C@]2(CCc3ccccc3CO2)O1	11.8	-17.9
O=C(CN1CCOCC1)Nc1ccccc1-c1ccccc1	0.3	6.2
C=CCc1cccc2cc(C(=O)OCC(=O)c3ccccc3)c(=O)oc12	-6.5	4.5
CC1CC(C)CN(C(=O)CN2C(=O)NC3(CCCCCCC3)C2=O)C1 (centres undefined)	2.4	4.5
Cc1nc([N+](=O)[O-])c(Br)n1CC(=O)c1ccc(Br)cc1	-1.5	-1.8
O=C(COC(=O)C1CC1)Nc1ncc(C(F)(F)F)cc1Cl	4.0	-2.0
COc1cccc(-n2c(N)cc(=O)nc2SCC(=O)N2CCN(c3ccccc3)CC2)c1	-1.3	-3.4
C[C@H]1CN=C(N(C)C)N1CCCC1CCCCC1	-14.8	-1.5
Cc1ccc(OCc2cc(C(=O)N3CC4C[C@@H]5CC3C[C@H](C4)C5)no2)cc1C	-7.9	1.4
Cc1cc(C)c(N2CCN(S(=O)(=O)N3CCCCCC3)CC2)c(C)c1	-13.8	2.9
N#Cc1cnn(-c2nc3sc4c(c3c(=O)[nH]2)CCCC4)c1N	-20.7	1.7
Cn1c(=O)[nH]c(=O)c2c1nc(Sc1ncccn1)n2CCCc1ccccc1	15.6	5.7
O=C(C1=NN[C@@H]2C(=O)N(c3cccc(F)c3)C(=O)[C@H]12)c1cnccn1	-3.7	0.0
O=C(O)c1ccc(-c2ccccn2)s1	14.1	0.1
COC(=O)C1=C(C(=O)OC)[C@@H]2Nc3ccccc3[C@@]23C[C@@H](C(=O)OC)N(C(=O)CC(C)C)C3=N1	5.5	2.2
N=C1/C(=C/c2cccn2Cc2ccc(F)cc2)C(=O)N=C2SC=CN12	0.7	-11.7
CC(C)CN1CCNC(=O)C1CC(=O)NCc1cnn(-c2cccc(F)c2)c1 (centres undefined)	5.4	3.3
COc1ccc(OC)c(S(=O)(=O)NC2CC(=O)N(c3ccc(C)c(C)c3)C2)c1 (centres undefined)	4.0	-1.9
CCOC(=O)CC1=CCc2c1ccc(OC)c2OC	-6.3	-6.7
C[C@@H]1COC(=O)[C@@H](Cc2ccc(F)cc2)C/C=C\C[C@@H](CC(=O)N[C@H](CO)Cc2ccccc2)C(=O)N1	-4.1	0.9
CCCCCn1c(CNC(C)=O)nc2ccccc21	12.5	-17.6
CC(O)(c1ccc(F)c(F)c1)c1nc(-c2ccc3ccccc3c2)cs1 (centres undefined)	-10.5	5.9
NC(=O)CCCn1c(C(=O)c2cc(Cl)c(N)c(Cl)c2)c2ccc([N+](=O)[O-])cc2[n+]1[O-]	-18.1	-8.7
O=c1[nH]c(CCl)nc2cc(-c3ccc(Cl)cc3)sc12	-5.7	-0.5

Four consecutive entries out of the list so far, for reference:
Compound	TAG inh	TAG inh DAPI viability
COc1cccc(-n2c(N)cc(=O)nc2SCC(=O)N2CCN(c3ccccc3)CC2)c1	-1.3	-3.4
C[C@H]1CN=C(N(C)C)N1CCCC1CCCCC1	-14.8	-1.5
Cc1ccc(OCc2cc(C(=O)N3CC4C[C@@H]5CC3C[C@H](C4)C5)no2)cc1C	-7.9	1.4
Cc1cc(C)c(N2CCN(S(=O)(=O)N3CCCCCC3)CC2)c(C)c1	-13.8	2.9

(continued)
Compound	TAG inh	TAG inh DAPI viability
Nn1c(SCc2ccc(Br)cc2)nnc1-c1ccccn1	-10.1	1.5
CN(C)C(=O)COc1ccc2c(-c3ccccc3)cc(=O)oc2c1	-3.1	-4.6
CS(=O)(=O)N(Cc1ccc(Cl)cc1)c1ccc(C(=O)N2CCN(c3ccccc3)CC2)cc1	-18.6	3.2
Cc1cccc(N(CC(=O)N2CCCC2)S(C)(=O)=O)c1C	-14.0	-1.3
Cc1cc2c(cc1S(=O)(=O)NCc1ccccc1)n(C)c(=O)c(=O)n2C	-8.6	-3.4
Cc1cccc(C(=O)N=c2sccn2C)c1[N+](=O)[O-]	-4.8	9.8
COc1ccccc1OCCNC(=O)Cc1ccc(Cl)c(Cl)c1	-2.5	-12.5
Cc1ccc([C@H]2N[C@]3(CCCN(Cc4ccc(C(F)(F)F)cc4)C3=O)[C@H]3C(=O)N(C)C(=O)[C@@H]23)cc1	-1.6	-8.0
O=C(CCN=C1NS(=O)(=O)c2ccccc21)N1CCc2ccccc2C1	8.9	-13.4
Cc1cc(NC(=O)/C=C\C(=O)O)c([N+](=O)[O-])cc1C	3.3	-1.8
Cc1onc(-c2ccccc2Cl)c1C(=O)Oc1cc(N)n(S(=O)(=O)c2ccc(F)cc2)n1	-10.2	8.6
CCOc1ccc(CC(=O)N/N=C/c2cccnc2)cc1	4.7	-12.2
Cc1ccc(NC(=O)c2ccc(CSc3nnc(-c4ccncc4)n3C)cc2)c(C)c1	0.7	3.1
O=C(C[C@H]1C/C=C\CCCC(=O)OC[C@H]2CCCN2C1=O)NCCO	4.2	4.1
Cc1cc(C)c2c(C)[nH]nc2n1	2.6	-3.4
CCCCN1CC(COCc2ccccc2)OCCS1(=O)=O (centres undefined)	3.7	5.1
C=CC(=O)Nc1ccc(Nc2ccnc(Nc3ccc(N4CCN(C)CC4)cc3)n2)cc1	88.2*	-47.0*
CCCc1cc(=O)[nH]c(SCC(=O)N2CC3(C)CC2CC(C)(C)C3)n1 (centres undefined)	-12.1	-3.1
CCN(CC)S(=O)(=O)c1cccc(C(=O)Nc2ccccc2)c1	12.9	6.8
COCCC(=O)N1CCC(Oc2ccc(C(=O)N(C)C3CCCCC3)cc2)CC1	-5.5	-5.3
O=C(NCCCl)Nc1ccc(Cl)c([N+](=O)[O-])c1	6.8	-2.9
O=C(/C=C/c1ccc(F)cc1)NC(=S)N1CCN(c2ccccn2)CC1	-8.4	3.4
COc1ccc(S(=O)(=O)NCC2CCCN(C(=O)CSC)C2)cc1 (centres undefined)	3.0	1.6
Cc1ccc(-c2cc(C(F)F)nc(N3CCC(C)CC3)n2)cc1	-3.1	12.8
CCC(CO)Oc1cc(NCc2cccnc2)c2ncn(C(C)C)c2c1 (centres undefined)	-1.2	4.2
COCCNC(=O)c1cccc(OC2CCN(Cc3ccc(C(=O)OC)cc3)CC2)c1	-1.3	6.8
Cc1ccc(C)n1-c1nn(S(=O)(=O)c2cccc3cccnc23)c2cccc(F)c12	-3.7	-5.6
CCOC(=O)c1ccc2c(c1)nc(SC/C(O)=C(\C#N)c1nc3ccccc3[nH]1)n2CC	8.5	5.0
Cc1ccc(C)c(OCCC(=O)N2CCN(S(=O)(=O)c3cc(F)ccc3F)CC2)c1	22.9	-3.8
Cc1csc(=O)n1CCC(=O)OCC(=O)NNC(=O)c1ccccc1	-6.9	2.9

In the list so far, these contain bromine.
Compound	TAG inh	TAG inh DAPI viability
Cc1nc([N+](=O)[O-])c(Br)n1CC(=O)c1ccc(Br)cc1	-1.5	-1.8
Nn1c(SCc2ccc(Br)cc2)nnc1-c1ccccn1	-10.1	1.5

Some values from the list.
Cc1onc(-c2ccccc2Cl)c1C(=O)Oc1cc(N)n(S(=O)(=O)c2ccc(F)cc2)n1 in TAG inh: -10.2
Cc1cc(C)c2c(C)[nH]nc2n1 in TAG inh: 2.6
Cc1ccc(C)n1-c1nn(S(=O)(=O)c2cccc3cccnc23)c2cccc(F)c12 in TAG inh: -3.7

Other results:
Compound	TAG inh	TAG inh DAPI viability
CCN(CC)CCNC(=O)c1ccc(NC(=O)C2CCN(c3ncnc4sc(C)c(C)c34)CC2)cc1	16.0	-5.3
Cc1ccc(NC(=O)C2CSC3(C)CCC(=O)N23)cc1S(=O)(=O)N1CCOCC1 (centres undefined)	3.9	-6.3
Cc1cc(C)n(CC2CC(=O)N(c3ccc(Cl)c(Cl)c3)C2=O)n1 (centres undefined)	6.0	2.2
O=C(N/N=C/c1sc(N2CCOCC2)nc1-c1ccccc1)c1cccc(S(=O)(=O)N2CCCC2)c1	6.7	5.2
Cc1cc2nc(CSc3ccc(Cl)cc3)cc(=O)n2[nH]1	-5.8	4.3
C/C(=N\NC(=O)c1cc(-c2ccc(O)cc2)nc2ccccc12)c1cccnc1	1.8	3.9
O=C(NC(=S)NNC(=O)c1ccccc1[N+](=O)[O-])c1ccc(Br)cc1	2.6	-3.6
Cc1cccc(C)c1NC(=O)COC(=O)c1cc(-c2cccnc2)nc2ccccc12	-14.2	13.2
Cc1ccc(CNC(=O)CSc2ncc(C(=O)Nc3ccccc3)c(=O)n2C)cc1	-3.5	5.8
Cc1ccc(C(=O)N/N=C\c2ccncc2)s1	8.8	-3.6
S=C1NCCOCCOCCOCCN1	2.0	0.2
COc1ccc(-c2nc(Cn3c(SCc4ccccc4F)nc4ccncc43)c(C)o2)cc1	-4.8	8.7
CC(=O)N1CCc2c(sc(NC(=O)CN3C(=O)CCC3=O)c2C(N)=O)C1	9.4	-3.4
CC1CN(C(=O)N2CCOCC2)CCN1C(=O)N1CCOCC1 (centres undefined)	-10.2	1.7
O=C(CC(=O)NN=Cc1ccc2c(c1)CCC2)NN=Cc1ccc2c(c1)CCC2	-10.5	9.1
CCOc1ccccc1OCCOCCN1CC(C)OC(C)C1 (centres undefined)	-1.9	-1.5
CC(C)(C)OC(=O)N(CCc1ccccc1)Cc1ccc(OCc2cccc(NC(=O)/C=C/c3ccccc3)c2)cc1	50.9*	8.6*
Cc1cnc(C=NNC(N)=S)c2cccc(N)c12	26.0	-3.0
O=C(O)c1cc(=O)c2c(Cl)cc(Cl)cc2[nH]1	-6.5	5.6
Cc1c(NC(=O)C(C)N2C(=O)c3ccccc3C2=O)c(=O)n(-c2ccccc2)n1C (centres undefined)	13.1	-4.4
N#CCCn1cc(C(=O)Nc2ccc(C(=O)O)cc2)c(-c2cccs2)n1	-2.0	-8.6
CCOc1ccc(NC(=O)CN(C)C(=O)c2c(C)noc2C)cc1OCC	8.1	2.0
